Assay outcomes as filed in PubChem BioAssay.
Bcl-2 Bim block = human Bim-Bcl-2 interaction inhibition | P10415 | Bead-based flow cytometry, Bim peptide-Bcl-2 binding | inhibition, % at 10 µM | actives 0.06% (n = 190,000) | AID 950; in the data active = inhibition above about 40%; inconclusive = no clear call, values can overlap the other calls;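 note: 0% = no compound wells with probe peptide and 100% = reference peptide inhibitor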
Target sequence (P10415 whole entry, looked up): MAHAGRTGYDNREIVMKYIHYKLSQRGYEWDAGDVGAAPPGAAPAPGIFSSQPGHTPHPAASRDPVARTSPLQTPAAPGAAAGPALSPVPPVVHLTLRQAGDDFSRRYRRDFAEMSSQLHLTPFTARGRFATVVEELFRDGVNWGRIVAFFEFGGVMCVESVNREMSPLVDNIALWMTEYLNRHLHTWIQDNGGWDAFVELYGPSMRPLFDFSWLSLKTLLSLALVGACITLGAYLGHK
RGS8-Gao reg = regulators of human RGS8-Galphao interaction. multiplexed bead flow cytometry, RGS8-Galphao binding; actives lie on both sides. actives 0.34% (n = 220,000). P09471. response (percent of control binding), % at 10 µM; in the data active = response below about 60% or above about 140%; inactive = in between;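 note: Galphao activated as the GDP aluminium fluoride complex binding bead-coupled RGS8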
Target sequence (P09471 whole entry, looked up): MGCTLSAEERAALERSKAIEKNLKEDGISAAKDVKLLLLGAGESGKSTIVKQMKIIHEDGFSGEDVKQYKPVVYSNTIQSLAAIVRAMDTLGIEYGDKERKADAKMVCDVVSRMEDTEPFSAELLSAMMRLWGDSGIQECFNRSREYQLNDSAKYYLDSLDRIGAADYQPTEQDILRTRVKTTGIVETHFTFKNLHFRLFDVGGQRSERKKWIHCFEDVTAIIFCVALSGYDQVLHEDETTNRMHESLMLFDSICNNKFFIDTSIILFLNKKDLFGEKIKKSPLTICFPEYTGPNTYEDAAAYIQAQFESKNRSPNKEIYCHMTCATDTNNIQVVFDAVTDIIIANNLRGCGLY
Bcl-W Bim block = human Bim-Bcl-W interaction inhibition. AID 952. actives 0.02% (n = 190,000). inhibition, % at 10 µM. bead-based flow cytometry, Bim peptide-Bcl-W binding;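 note: 0% = bound tracer without compound and 100% = peptide blocker; higher means less fluorescent Bim peptide bound to Bcl-W beads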
ABCB1 inh = human ABCB1 inhibition, ABCG2 as counter-screen | P08183 | CCRF-Adr cells, JC-1 efflux, flow cytometry | inhibition, % at 6.6 µM | actives 0.067% (n = 190,000) | AID 1326; in the data active = inhibition above about 40%;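 note: 0% = vehicle and 100% = reference inhibitor; higher value means more JC-1 retained so stronger ABCB1 efflux block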
RGS4-Gao reg = human RGS4-Galphao interaction regulation. P09471. actives 0.33% (n = 220,000). Multiplexed bead flow cytometry, RGS4-Galphao binding; actives lie on both sides. binding response (% of control), % at 10 µM; in the data active = binding response below about 49% or above about 150%; inactive = in between;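 note: fluorescent Galphao activated with aluminum fluoride binding bead-coupled RGS4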
Bim-Bfl-1 = disrupts Bim binding to human Bfl-1. Q16548. Bead-based flow cytometry, Bim-Bfl-1 binding inhibition. inhibition, % at 10 µM. actives 0.12% (n = 190,000);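 note: 0% = wells without compound plus tracer and 100% = blocker peptide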
ABCG2 inh = blocks JC-1 efflux by human ABCG2 transporter; Q9UNQ0; IgMXP3 cells, flow cytometry; inhibition, % at 6.6 µM; actives 0.1% (n = 190,000);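 active = inhibition above 80%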;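 note: 0% = DMSO and 100% = nicardipine control wells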
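Test system: IgMXP3 (ABCG2) plus far-red-tagged CCRF-Adr (ABCB1) cells. Reagent: JC-1 dye as substrate. Timing: 10 min exposure at 25 °C with rotation, no wash. Measured by: flow cytometric JC-1 green MFI at 530 nm. Read-out: percent efflux inhibition, scaled nicardipine 100% to DMSO 0%. Control set: nicardipine and DMSO wells.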
Bim-Bcl-XL = disrupts Bim peptide binding to human Bcl-XL; Q07817; bead flow cytometry, fluorescence; inhibition, % at 10 µM; actives 0.04% (n = 190,000); AID 1007
Target sequence (Q07817 whole entry, looked up): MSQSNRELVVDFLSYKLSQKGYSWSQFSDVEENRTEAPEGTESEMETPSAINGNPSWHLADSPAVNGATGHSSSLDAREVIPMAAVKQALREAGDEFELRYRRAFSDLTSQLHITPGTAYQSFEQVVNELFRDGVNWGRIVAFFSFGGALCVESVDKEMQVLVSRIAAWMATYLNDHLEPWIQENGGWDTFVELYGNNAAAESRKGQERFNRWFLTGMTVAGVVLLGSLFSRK
GSH bead fluor = compound fluoresces at 488/530 nm on GSH beads | GSH beads flow cytometry, compound fluorescence 488/530 nm; hits give high values | fluorescence (KMESF) at 10 µM | actives 0.25% (n = 190,000); in the data active = fluorescence above about 89;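 note: glutathione beads carrying GST-tagged Bcl family fusion proteins plus one bare bead set; values are compound well signal with DMSO vehicle wells as background; inactives centre near 16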
RGS7-Gao reg = regulators of human RGS7-Galphao interaction; P09471; Multiplexed bead flow cytometry, RGS7-Galphao binding; actives lie on both sides; actives 0.35% (n = 220,000); binding response (% of control), % at 10 µM; in the data active = binding response below about 49% or above about 150%; inconclusive = no clear call, values can overlap the other calls; inactive = in between;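 note: fluorescent Galphao held in activated GDP-AlF4 state binding bead-coupled RGS7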
Bcl-B Bim block = inhibitors of Bim-Bcl-B interaction, human. Q9HD36. bead-based flow cytometry, Bim peptide-Bcl-B binding. inhibition, % at 10 µM. actives 0.073% (n = 190,000);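 note: 0% = tracer peptide without compound and 100% = reference inhibitor peptide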
Target sequence (Q9HD36 whole entry, looked up): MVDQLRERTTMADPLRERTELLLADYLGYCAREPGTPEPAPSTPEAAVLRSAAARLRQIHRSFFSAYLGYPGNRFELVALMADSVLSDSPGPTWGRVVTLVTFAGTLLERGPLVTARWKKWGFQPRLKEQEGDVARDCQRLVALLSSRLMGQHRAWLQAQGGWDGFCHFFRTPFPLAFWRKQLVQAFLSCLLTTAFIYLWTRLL
* marks the source's active call; other numbers are inactive results; ? = inconclusive; [ ] = remark or other dose. Cut-off read from the data, not from the text of the source, unless noted: active = inhibition above about 40%.

SMILES	Bcl-2 Bim block	RGS8-Gao reg	Bcl-W Bim block	ABCB1 inh	RGS4-Gao reg	Bim-Bfl-1	ABCG2 inh	Bim-Bcl-XL	GSH bead fluor	RGS7-Gao reg	Bcl-B Bim block
CCCn1c(SCC(=O)Nc2ccccc2CC)nnc1C(C)C	-3	104	5	0.4	104	-7	1	7	43	101	-5
CSc1ncc(CN2CCN(C(C)C)C(CCO)C2)cn1 (stereo not drawn)	0	102	0	-0.5	99	-6	1	-4	18	101	-4
C[n+]1ccc(/C=N/Nc2nc(Cl)c(C#N)c(Cl)c2Cl)cc1	10	102	16	0.5	104	15	1	8	11	98	3
Cc1cc(C)n2nc(SCC(=O)Nc3c(C)n(C)n(-c4ccccc4)c3=O)nc2n1	-9	99	-6	0.3	100	-21	2	-7	27	101	-9
CC1CCCC(C)N1C(=O)c1cc(-c2cccs2)on1 (stereo not drawn)	-5	102	-4	0.8	103	-8	4	-10	13	103	-7
CC(=O)c1ccc(OCCCC(=O)OCC(=O)N2CCN(c3ccccc3)CC2)cc1	0	99	2	0.6	95	-1	4	-1	11	95	-1
Cc1nn(C(=O)C2CC2)c(C)c1Sc1ccc(Cl)cc1	16	103	-17	0.1	100	-5	0	-16	34	98	-25
Cc1[nH]n(-c2ccccc2)c(=S)c1C=Nc1ccc([N+](=O)[O-])cc1	10	74	2	-7.5	86	39	-8	0	7	116	-16
Cc1nn(C)c(C(=O)Nc2ccn(C34CC5CC(CC(C5)C3)C4)n2)c1[N+](=O)[O-]	-9	101	-5	1.2	104	-2	5	-7	8	101	-6
COc1ccccc1NC(=O)CCSc1nc(C)cc(C)n1	0	92	-2	-0.1	99	0	2	0	13	95	0
NC(=O)c1c(-c2ccccc2)oc2ccc(O)cc12	0	99	-4	-0.2	87	0	0	-4	27	88	-2
CN(CCc1ccccc1)Cc1nc(-c2cnccn2)no1	-4	101	0	0.2	100	-4	6	0	12	?	0
CC(C)(C)NC(=O)c1cccnc1Sc1ccccc1	0	100	-1	1.1	101	-6	3	0	26	?	-1
O=C(NCCc1ccccc1F)C1CCCN1S(=O)(=O)c1ccccc1 (stereo not drawn)	-3	94	-1	1.7	90	-3	4	-3	9	93	-2
O=C(CSc1ccccc1)NCc1ccc(F)cc1	0	102	0	0.9	102	-3	3	0	13	97	0
O=C(Nc1ccc(N2CCCC2)c(Cl)c1)c1ccc2c(c1)OCCO2	-6	98	-5	-0.4	102	-2	-1	-6	24	101	-11
CC(NCC(O)COc1ccc(S(=O)(=O)N2CCOCC2)cc1)c1ccccc1 (stereo not drawn)	-2	100	-2	2.4	101	-5	3	-2	16	?	-4
CN=C1NN=C(c2cc(C)n(-c3ccc(Cl)cc3)c2C)CS1	11	103	1	0.6	102	8	3	-1	15	103	-11
O=[N+]([O-])c1ccc(/C=C/c2ccc3ccccc3n2)cc1	0	102	0	0.3	104	-3	1	0	10	102	-3
CC1OC2(OC1C)C(=O)Nc1ccccc12 (stereo not drawn)	0	109	-2	0.0	111	0	-1	-1	10	104	-1
Fc1ccc(CSc2nnc(-c3cccnc3)o2)cc1	-2	101	0	1.0	100	-4	30	-1	24	102	-2
Cc1nn(-c2ccccc2)c(N2CCCC2)c1/C=N/NC(=O)c1cc(-c2ccccc2)nc2ccccc12	-5	102	-5	0.8	100	-15	2	-10	19	98	-13
CCOc1c(Br)cc(CNCc2cccs2)cc1OC	-6	100	-5	1.8	94	-10	8	-5	15	98	-9
O=P(CCO)(c1ccccc1)c1ccccc1	-3	90	1	-0.1	104	-2	0	0	15	166*[activator]	-3
CC1CCN(CCCNC(=O)c2ccc(CS(=O)(=O)Cc3ccccc3F)o2)CC1	11	103	-2	0.5	100	3	1	-3	17	97	-4
Other entries follow.
SMILES	Bcl-2 Bim block	RGS8-Gao reg	Bcl-W Bim block	ABCB1 inh	RGS4-Gao reg	Bim-Bfl-1	ABCG2 inh	Bim-Bcl-XL	GSH bead fluor	RGS7-Gao reg	Bcl-B Bim block
CCCn1c2c(c(=N)c3c1CCC3)CCCC2	-4	107	0	0.1	112	0	-1	0	5	116	-4
O=C(Nc1nc2c(s1)CN(Cc1ccccc1)CC2)c1cccc(S(=O)(=O)N2CCc3ccccc32)c1	-3	100	0	0.2	97	-2	0	0	13	99	-4
Cc1ccc(/C=C/C(=O)NCc2cccs2)o1	0	97	-2	-0.4	99	0	1	-4	13	104	-14
O=S(=O)(c1ccc(Sc2nnc3ccccn23)nc1)N1CCOCC1	-4	102	3	0.3	100	-10	2	0	16	99	-3
CC1=CS/C(=C(/C#N)C(=O)N2CCOCC2)N1c1ccccc1	0	100	-2	-0.1	98	-1	1	0	21	101	2
CN(Cc1ccccc1)C(=O)[C@H]1CCC(=O)N1Cc1ccco1	-2	98	0	0.2	100	-7	0	-7	5	97	-3
COc1ccc2c(c1)CC/C(=C\Nc1ccc3c(c1)OCO3)C2=O	2	101	-4	0.2	101	1	3	-3	18	92	0
O=C(NNc1ncc(C(F)(F)F)cc1Cl)c1c(Cl)cccc1Cl	-7	103	0	1.2	102	-12	6	-3	36	104	-12
Cc1cc(OCC(=O)NCc2ccccn2)cc(C)c1Br	-1	97	-3	0.5	95	-1	3	-4	3	98	-6
COc1ccc(-n2c(-c3ccc(Cl)cc3)c[n+]3c2CCc2ccccc2-3)cc1	0	103	-2	-0.4	105	2	16	-3	12	105	7
O=C(CSc1ccccc1)Nc1ccncc1	0	101	-2	0.0	99	0	1	0	18	99	-8
Cc1ccc(NC(=O)c2ccc(OC(F)F)cc2)cc1S(=O)(=O)N(C)C	-5	99	-1	0.1	105	-4	0	-8	7	101	-4
Cc1noc(C)c1CCC(=O)N1CCCC(CCC(=O)NCc2ccc(F)c(F)c2)C1 (stereo not drawn)	-3	102	-1	0.6	100	-8	3	-2	14	100	-3
COc1ccc(CCNC(=S)Nc2cc(C)cc(C)c2)cc1	-14	102	-4	0.4	103	-20	7	-8	27	98	-7
O=C(CN1C(=O)CSc2ccc(S(=O)(=O)N3CCOCC3)cc21)NCc1cccnc1	-3	102	-4	0.7	102	-6	2	-5	15	98	-5
Cc1cccc(NC(=O)Cn2c(C)c(C#N)c3ccccc32)c1C	5	100	5	0.0	100	-3	-1	4	12	96	4
CCOc1[nH]n(-c2ccccc2)c(=O)c1C=Nc1ccc(Cl)cc1	-1	100	0	0.7	100	0	8	0	31	100	0
CC1CCCCC1NS(=O)(=O)c1ccc(S(=O)(=O)N2CCN(CCC#N)CC2)cc1 (stereo not drawn)	-7	100	0	0.5	100	-7	0	-5	26	102	-7
O=C(NC(Cc1c[nH]c2ccccc12)C(=O)O)/C(=C/c1ccc2c(c1)OCO2)NC(=O)c1ccccc1 (stereo not drawn)	2	101	3	-0.3	99	8	7	4	21	95	7
CCCn1c(NCc2cccc(OC)c2O)nc2ccccc21	-4	106	0	0.6	98	-3	5	-4	13	100	-3
CCN(CC)C(=O)C(Cc1ccccc1)N1C(=O)c2ccccc2C1=O (stereo not drawn)	-3	96	0	1.0	97	-2	3	-1	13	97	0
COc1ccc(C(=O)NC(=S)Nc2ccc3c(c2)Cc2ccccc2-3)cc1	-5	100	1	0.3	101	-10	2	-2	22	97	-9
COc1cccc(NC(=O)CCc2nc(-c3ccccc3F)no2)c1	-1	91	1	0.8	95	-4	16	-2	10	96	-3
CC1=C(C(=O)OCc2ccccc2)C(c2ccccc2OC(F)F)NC(=O)N1 (stereo not drawn)	-30	101	0	0.5	102	-2	1	-7	21	103	-4
O=C(COC(=O)c1cc2ccccc2cc1O)NC(=O)NCc1ccco1	-6	100	-4	0.1	100	-5	2	-2	14	?	-3

Filtered by structure: those above with a cyano group.
SMILES	Bcl-2 Bim block	RGS8-Gao reg	Bcl-W Bim block	ABCB1 inh	RGS4-Gao reg	Bim-Bfl-1	ABCG2 inh	Bim-Bcl-XL	GSH bead fluor	RGS7-Gao reg	Bcl-B Bim block
C[n+]1ccc(/C=N/Nc2nc(Cl)c(C#N)c(Cl)c2Cl)cc1	10	102	16	0.5	104	15	1	8	11	98	3
CC1=CS/C(=C(/C#N)C(=O)N2CCOCC2)N1c1ccccc1	0	100	-2	-0.1	98	-1	1	0	21	101	2
Cc1cccc(NC(=O)Cn2c(C)c(C#N)c3ccccc32)c1C	5	100	5	0.0	100	-3	-1	4	12	96	4
CC1CCCCC1NS(=O)(=O)c1ccc(S(=O)(=O)N2CCN(CCC#N)CC2)cc1 (stereo not drawn)	-7	100	0	0.5	100	-7	0	-5	26	102	-7

(more compounds)
SMILES	Bcl-2 Bim block	RGS8-Gao reg	Bcl-W Bim block	ABCB1 inh	RGS4-Gao reg	Bim-Bfl-1	ABCG2 inh	Bim-Bcl-XL	GSH bead fluor	RGS7-Gao reg	Bcl-B Bim block
NNC(=O)CNC(=O)c1cccc(Br)c1	0	100	-3	0.1	99	-1	6	5	35	96	3
Cc1cc(C)nc(SCc2nnc(SCC(=O)Nc3ccc(Cl)c(C(F)(F)F)c3)o2)n1	-2	99	0	1.6	98	0	8	-3	9	98	1
COc1cc2c(C(=O)O)c(C)n(CC(C)C)c2c2ccccc12	-9	93	-5	0.3	99	-5	1	-12	43	90	-5
O=C(CCCN1C(=O)/C(=C/c2ccccc2)SC1=S)Nc1ccc(O)cc1	-2	99	-1	-0.6	102	-2	-1	-2	75	99	-2
COCCNC(=O)CSc1nccn1Cc1ccc2c(c1)OCO2	0	101	-2	1.3	102	-4	3	-7	19	?	-2
Cc1c(O)ccc(C(=O)CN2C(=O)c3ccccc3C2=O)c1O	-5	94	-1	-0.3	105	-11	0	-8	64	104	-8
COc1ccc(/C=C(\C#N)C(=O)ONC2=NCCCCC2)cc1	-5	99	0	0.5	105	-9	3	-3	18	99	-5
COc1cccc(NC(=O)CN(c2cccc(F)c2)S(C)(=O)=O)c1	-6	105	-2	0.8	104	-13	4	0	39	102	-7
CCCNC(=O)Cn1cnc2sc(C(=O)Nc3cc(OC)c(OC)c(OC)c3)c(C)c2c1=O	-9	100	0	0.3	101	-16	4	-2	23	100	-7
O=C(Nc1ccc(CN2CCOCC2)cc1)c1ccc(-c2cccc(Cl)c2)o1	-2	122	0	0.3	113	0	1	-1	15	107	-2
CCC(C)NC(=O)CCn1c(-c2ccccc2)cc(C(C)=O)c1C (stereo not drawn)	0	105	0	2.3	103	1	11	0	6	103	0
COc1ccc(/C=N\NC(=O)CCc2c(C)n[nH]c2C)c(OC)c1OC	-5	100	-5	1.0	106	-7	2	-6	10	103	-4
O=C(COC(=O)c1cccnc1Nc1ccccc1F)NC1CC1	-5	98	-2	0.1	98	-16	18	-5	12	96	-6
CC(=O)/C=C1\SC(CC(=O)O)C(=O)N1c1ccccc1 (stereo not drawn)	-13	103	0	0.1	103	-13	0	0	31	101	-8
Nc1ccc(-c2nnc(-c3ccc(-c4ccccc4)cc3)o2)cc1	-3	102	-2	-0.3	102	4	-1	-1	17	102	-8
CCOC(=O)N1CCN(C(=O)C2CCN(c3ncnc4c3sc3cccc(F)c34)CC2)CC1	-8	104	0	1.6	101	-17	14	-3	22	101	-5
O=C(O)CCCC(=O)Nc1ccccc1C(=O)N1CCCC1	-13	100	-2	0.8	98	-16	5	-4	30	101	-7
Fc1ccc(-c2oncc2-c2nnnn2-c2ccccc2)cc1F	1	100	-1	0.0	100	0	1	-3	12	99	-4
